bovine MsrA act = activates bovine MsrA enzyme. activation, % at 10.6 µM. 0.3% of 360,000 active. AID 602163. purified bovine MsrA, absorbance read-out; in the data active = activation above about 7.5%;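 also: 0% = vehicle and 100% = reference activator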
MT1-MMP act inh = blocks activation of human MT1-MMP. P50281. HT1080 RFP-PRO-GFP cells, GFP/RFP ratio fluorescence, overnight; percent of plate control window, DMSO zero. GFP/RFP ratio change, % at 20 µM. 0.061% of 360,000 active. AID 651647;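 active = GFP/RFP ratio change of at least 30% with cell ATP level not reduced by more than half and red fluorescence within 50% of control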; also: strong numbers were not always called active
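Material – HT1080 RFP-PRO-GFP cells · Control set – DMSO wells and RFP-L50D-GFP cells · Incubation – overnight cell settling, then overnight compound exposure, 37 °C, 5% CO2 · Compound dosing – single-point 20 µM compound, 1% DMSO · Read-out – GFP/RFP fluorescence ratio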
Rin1-Abl PPI inh = inhibitors of human Rin1-Abl protein interaction. P00519+Q13671. TR-FRET Rin1/Abl binding, biochemical. inhibition, % at 7.35 µM. 0.4% of 360,000 active; in the data active = inhibition above about 5%, passing the limit was not always enough
E coli Lon inh = inhibitors of E. coli Lon protease; P0A9M0; purified E. coli Lon protease, fluorescence polarization; inhibition, % at 7.94 µM; 0.42% of 360,000 active; AID 602123; in the data active = inhibition above about 13%, passing the limit was not always enough;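 also: 0% = enzyme with probe and DMSO and 100% = no enzyme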
SKN-1 inh = C. elegans SKN-1 inhibition; C. elegans VP596 Pgst-4::GFP/RFP ratio, acrylamide-induced, 24 h; inhibition, % at 21.8 µM; 0.49% of 360,000 active;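 active = interference check ratio from 0.5 to 1.5 plus GFP to RFP signal ratio inhibition reaching or exceeding a fixed threshold, cut at about 30% in these data, passing the limit was not always enough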; also: some compounds called inactive have numbers as strong as hits
Neddylation inh = inhibitors of human cullin neddylation | P61081+Q13564 | TR-FRET cullin neddylation, biochemical | calls only at 25 µM | 0.58% of 360,000 active | AID 651699; in the data active = inhibition above about 36%
FAS TE block = blocks the thioesterase domain of human fatty acid synthase; inhibition, % at 15 µM; recombinant FAS-TE, OMFH fluorogenic substrate, fluorescence endpoint; 0.67% of 360,000 active; P49327; AID 602261;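 active = compounds whose normalised, plate-corrected inhibition of enzyme fluorescence in the single-dose primary screen is 50% or more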;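 also: 0% = DMSO with enzyme and 100% = substrate without enzyme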
CendR NRP1 mod = modulators of CendR peptide binding to human neuropilin-1; AID 602438; inhibition, % at 25 µM; 0.85% of 360,000 active; FAM-RPARPAR peptide binding to NRP-1, fluorescence polarization;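 active = inhibition or corrected inhibition above about 18%, plus a signal ratio from 0.5 to 1.5, limit read from the data, passing the limit was not always enough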; also: strong numbers were not always called active
Target sequence (O14786 whole entry, looked up): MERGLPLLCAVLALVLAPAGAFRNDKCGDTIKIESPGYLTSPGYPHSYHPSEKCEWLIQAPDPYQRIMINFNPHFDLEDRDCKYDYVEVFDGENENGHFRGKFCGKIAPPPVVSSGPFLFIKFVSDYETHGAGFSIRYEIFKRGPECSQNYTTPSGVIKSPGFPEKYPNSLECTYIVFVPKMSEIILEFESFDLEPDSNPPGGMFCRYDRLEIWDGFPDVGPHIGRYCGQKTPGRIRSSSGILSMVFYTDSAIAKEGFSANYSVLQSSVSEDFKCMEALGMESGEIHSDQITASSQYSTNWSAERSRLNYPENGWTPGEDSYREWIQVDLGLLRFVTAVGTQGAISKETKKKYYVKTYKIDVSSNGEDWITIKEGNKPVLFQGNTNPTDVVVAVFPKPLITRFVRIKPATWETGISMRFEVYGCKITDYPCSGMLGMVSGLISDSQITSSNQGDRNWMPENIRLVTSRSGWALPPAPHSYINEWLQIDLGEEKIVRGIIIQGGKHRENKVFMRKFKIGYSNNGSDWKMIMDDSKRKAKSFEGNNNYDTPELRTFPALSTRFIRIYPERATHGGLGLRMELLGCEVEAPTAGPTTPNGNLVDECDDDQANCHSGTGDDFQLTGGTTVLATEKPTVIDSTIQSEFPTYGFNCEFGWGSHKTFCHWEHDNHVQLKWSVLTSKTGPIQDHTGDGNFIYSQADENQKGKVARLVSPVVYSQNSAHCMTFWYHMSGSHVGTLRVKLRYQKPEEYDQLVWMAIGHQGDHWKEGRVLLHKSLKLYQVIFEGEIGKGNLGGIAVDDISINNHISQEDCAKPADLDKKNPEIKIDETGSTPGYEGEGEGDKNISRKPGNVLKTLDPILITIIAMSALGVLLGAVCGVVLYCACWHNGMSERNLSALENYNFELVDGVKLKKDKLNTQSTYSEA
MsrA inhibitor = inhibits bovine methionine sulfoxide reductase A; inhibition, % at 15.5 µM; AID 651718; purified bovine MsrA, absorbance read-out; 0.75% of 360,000 active; in the data active = inhibition above about 4.5%;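 also: 0% = vehicle wells with enzyme and 100% = reference inhibitor wells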
* marks the source's active call; other numbers are inactive results; i = inactive; . = not tested or not shown; + = active, no number.

SMILES	bovine MsrA act	MT1-MMP act inh	Rin1-Abl PPI inh	E coli Lon inh	SKN-1 inh	Neddylation inh	FAS TE block	CendR NRP1 mod	MsrA inhibitor
O=C(CSc1nnc(-c2ccc(O)cc2)n1Cc1ccco1)N1CCc2ccccc2C1	-6	1	-2	-9	-41	i	-6	1	-0.1
Cc1cccc(NC(=O)CSc2nnc(NC(=O)CN3CCOCC3)s2)c1	-8	4	-1	-3	-35	i	-5	-2	-0.4
O=C(/C=C/c1ccccc1[N+](=O)[O-])Nc1ccccc1	-5	1	-6	-1	14	i	6	12	0.6
NS(=O)(=O)c1cccc(NC(=O)CN2CCN(Cc3ccc4c(c3)OCO4)CC2)c1	-6	-2	-1	-3	6	i	-11	-2	-0.6
COc1ccc(Cl)cc1S(=O)(=O)N1CCN=C1c1ccccc1	-10	1	-3	6	-19	i	0	-12	-0.4
COc1ccc(-n2c(SCc3cccnc3)nc3c(c2=O)SCC3)cc1OC	-6	3	0	8	-3	i	-8	12	0.4
CCc1ccc(-c2ccc3nnc(SCC(=O)NCC4CCCO4)n3n2)cc1 (configuration not stated)	-2	-5	-5	-6	-3	+	-5	1	1.1
CC1=NN(C(N)=S)C(=O)C1N=Nc1ccc(O)cc1 (configuration not stated)	-12	23	-8	-5	2	i	-6	-6	0.4
COc1ccc(CC2(CO)CCN(Cc3ccc(NC(C)=O)cc3)CC2)cc1	-8	-1	8	1	13	i	-2	6	-0.4
Cc1cccc([C@@H]2[C@@H]3C(=O)N(Cc4ccccc4)C(=O)[C@@H]3[C@]3(Cc4ccccc4)C(=O)N(c4cccc(Cl)c4)C(=O)N23)c1	-2	-4	1	-3	17	i	82*	5	1.1
CN(C)C(=O)c1ccc(Nc2nc(-c3cccs3)nc3ccccc23)cc1	-2	0	-1	-3	12	i	2	13	2.5
C#CC1(O)CCC2C3CCC4=C(CCC(=O)C4)C3CCC21C (configuration not stated)	-3	-4	-3	15	7	i	-7	7	-0.7
Cc1sc(NC(=O)C2=COCCO2)nc1-c1ccc(Cl)cc1	-4	0	-2	7	39*	i	2	6	1.0
COc1ccc(Cl)cc1NC(=O)CC(C)c1ccccc1 (configuration not stated)	0	-3	-1	0	6	i	16	-6	1.6
CC(C)(C)OC(=O)N1CCc2onc(-c3ccc(Br)cc3)c2C1=O	-4	3	-1	1	11	i	42	4	0.5
COc1cc(C(=O)NNC(=O)c2ccc(S(=O)(=O)N3CCCCC3)cc2)cc(OC)c1OC	3	0	-2	-6	3	i	-11	-2	-0.2
Cn1c(CN2CCCC2)nc2cc(NS(=O)(=O)c3ccc(Cl)cc3)ccc21	0	-1	-2	7	24	i	-6	6	0.6
O=C(NC1CCCC1)C1=COCCO1	-4	3	0	-6	2	i	-5	2	-0.4
Cn1c(=O)[nH]c(=O)c2c1nc(N1CCCCC1)n2CCCSc1nc2ccccc2s1	-2	-2	1	-2	3	i	15	-4	0.8
C(=NC12CN3CN(CN(C3)C1)C2)c1ccc2c(c1)OCO2	-10	-6	-1	-7	0	i	-12	0	0.6
O=C(Oc1ccc(C(=S)N2CCCCC2)cc1)c1ccccc1	-11	-4	-1	-9	-4	i	7	-5	2.1
O=C(O)c1ccc(/C=C2\SC(=S)N(Nc3ccccc3)C2=O)cc1	0	-10	1	6	8	i	-5	-17	0.5
CCOC(=O)c1cc2c(=O)n3ccccc3nc2n(C)c1=NC(=O)c1c(-c2c(F)cccc2Cl)noc1C	4	0	-3	-4	2	.	13	3	-1.7
Cc1ccc(C(=O)COC(=O)CNC(=O)c2ccccc2)s1	-10	1	3	-9	3	i	-3	2	0.1
CCOc1ccc(OCC)c(NC(=O)Cn2c(C)nc3ccccc3c2=O)c1	-1	4	3	3	5	i	-1	-4	0.8
Nc1ncc([N+](=O)[O-])c(N2CCCCCC2)n1	-11	-16	3	9	-2	i	-2	2	1.5
Cc1cccc(NC(=O)c2ccccc2NC(=O)CCC(=O)O)c1	-9	1	-2	10	6	i	-6	2	-0.1
COC(=O)c1ccccc1S(=O)(=O)N1CCC(NC(=O)C(Cc2cccc(OC)c2OC)NC(C)=O)CC1 (configuration not stated)	-3	-4	2	-8	-7	i	-4	7	0.8
CCOc1ccc(CCNC(=O)COC(=O)Cc2ccc(F)cc2)cc1OCC	-8	5	-1	-5	-17	i	-4	4	1.0
O=C(N/N=C/C(Br)=C\c1ccccc1)c1n[nH]c2c1CCC2	-4	18	-3	-3	16	i	-1	5	2.8
COc1ccc(-c2coc3cc(O)cc(O)c3c2=O)cc1OC	-4	-3	-3	3	3	i	-2	14	2.4
Cc1cc(C)cc(OCc2ccc(C(=O)N3N=C(C(F)F)CC3(O)C(F)F)o2)c1 (configuration not stated)	0	7	3	-6	5	i	14	1	-0.1
CC1CN(C(=O)CCC(=O)NCc2ccccc2)c2ccccc2O1 (configuration not stated)	1	4	3	9	-1	i	0	-11	0.1
COc1ccc(CCNC(=O)CSCc2n[nH]c(=O)[nH]2)cc1OC	0	10	0	2	5	i	-8	2	0.2
CC(C)(C)c1ccc(OCc2ccc(C(=O)Nc3cccnc3)o2)cc1	-3	-1	0	6	-4	i	-148	10	-0.6
CCOC(=O)N1CCN(C(=O)c2cnn3c(C(F)(F)F)cc(-c4cccs4)nc23)CC1	-3	0	-1	-7	1	.	-3	0	1.8
Cc1cccc(C(=O)N2CCCC(Nc3ccc(C(C)C)cc3)C2)n1 (configuration not stated)	-1	-2	3	-5	11	i	-1	9	-0.2
CC(Oc1ccccc1)C(=O)Nc1ccccc1F (configuration not stated)	-5	-1	1	-9	0	i	-3	-17	-0.1
O=C(NCCCNC(=O)c1ccco1)c1ccc(Cl)c(Cl)c1	-2	7	2	-14	12	i	-1	12	-0.6
O=C(O)CCc1ccc(-c2ccc(F)cc2)n1NC(=O)c1ccco1	-5	4	-1	-6	26	i	-6	-10	1.2
CCOC(=O)Cn1c(=O)c2c(nc(Br)n2Cc2ccccc2Cl)n(C)c1=O	-13	-2	7	-5	-17	i	1	0	0.1
O=C(CCNC(=O)C1CCN(S(=O)(=O)c2ccc(F)cc2)CC1)NCCc1ccc(Cl)cc1	-1	2	-3	1	-2	i	-5	-4	-0.8
COc1ccc(CSc2nc(C)cc(=O)[nH]2)cc1	-5	4	-2	-4	-1	i	-9	-10	-0.1
CCSc1nc(O)cc(=O)n1CC	-2	0	0	-5	-2	i	-5	-3	1.1
CCOc1ccc(N2C(=O)CC(N3CCOCC3)C2=O)cc1 (configuration not stated)	-5	-8	-4	3	-5	i	-4	2	0.8
O=C(O)CCC(=O)Nc1ccc(-c2nc3ccc(C(=O)c4ccccc4)cc3[nH]2)cc1	-4	6	3	-2	24	i	-3	-23	4.6*
O=C(O)C1CC=CCC1C(=O)N1CCCC1 (configuration not stated)	-1	-2	-1	12	-3	i	-5	10	-0.2
CNS(=O)(=O)c1cccc(C(=O)OCC(=O)Nc2ccccc2F)c1	-12	1	2	5	-7	i	-6	3	1.0
COc1ccc(C(CNC(=O)C(C)c2ccc3cc(OC)ccc3c2)N(C)C)cc1 (configuration not stated)	-3	-2	1	-9	-4	i	-1	-2	0.0
COc1ccc(C2(C(=O)Nc3c(C)n(C)n(-c4ccccc4)c3=O)CCCC2)cc1OC	-3	0	-5	1	0	i	-3	-3	-0.8

(more compounds)
SMILES	bovine MsrA act	MT1-MMP act inh	Rin1-Abl PPI inh	E coli Lon inh	SKN-1 inh	Neddylation inh	FAS TE block	CendR NRP1 mod	MsrA inhibitor
O=C(Nc1ccccc1)c1ccc(S(=O)(=O)N(CCO)CCO)cc1	-5	3	0	-6	-5	i	-8	-2	2.6
COc1cc(C(=O)NC(C)c2cccc3ccccc23)cc(OC)c1OC (configuration not stated)	0	3	-4	12	-2	i	4	-14	-0.8
COc1ccccc1C(=O)n1nc(-c2ccccc2)nc1NCc1ccco1	-3	12	0	-4	8	i	27	-4	-0.7
COc1nc(-c2ccccc2)cc(-c2ccccc2)n1	-3	-3	2	-3	3	i	20	0	0.1
COC(=O)c1ccc(OC(=O)c2cccnc2)cc1	-14	-7	-1	-21	-4	i	0	-4	-0.9
CCCCCc1ccc(C(=O)CCCC)c(=S)[nH]1	1	-21	3	0	-6	i	-2	8	0.8
COc1cccc(C(NC(C)=O)c2nc(-c3ccc(N(C)C)cc3)cs2)c1 (configuration not stated)	1	-4	-2	1	8	i	1	3	3.2
COc1cc(OC)c(OC)cc1/C=N/NC(=O)c1ccc(CSc2nc(C)cc(C)n2)cc1	-5	-2	-3	-1	11	.	8	9	0.3
NC1=NC2(CCCCCC2)n2c(nc3ccccc32)N1	3	-3	-2	-4	12	i	-7	-4	0.4
COc1ccc(-n2ncc3c2CC(C)(C)CC3NC(=O)c2oc(C)cc2C)cc1 (configuration not stated)	1	-9	5	5	34	i	9	4	2.2
COc1ccc(C(=O)NC(=S)Nc2ccccc2[N+](=O)[O-])cc1OC	6	2	-2	0	-2	i	4	13	2.1
Cc1ccc(C)c(N2CCN(S(=O)(=O)c3ccc4c(c3)OCCO4)CC2)c1	0	-4	2	-8	4	i	27	-4	-0.1
C[C@H]1CN=C(N(C)C)N1CCCC1CCCC1	-2	2	-2	-2	16	i	-15	14	-0.7
Cc1nonc1NC(=O)CSc1nc(CCC2CCCC2)nc2ccccc12	-2	-1	-4	-2	0	i	32	-14	-0.2
Fc1cccc(Cc2c(-c3cccc(Br)c3)nc3ccc(Br)cn23)c1	-3	-3	-14	-15	30	i	13	-32	-0.2
COc1nn(CC(=O)N2N=C(C)CC2(O)C(F)(F)F)cc1[N+](=O)[O-] (configuration not stated)	-1	6	-2	4	-18	i	-9	-1	0.9
COc1ccc(-c2nnc(NC(=O)c3ccc4c(c3)OCCO4)o2)cc1	-4	-1	-3	-2	-5	i	6	2	0.4
CC(C)(CO)NC(=O)c1ccc2nc(Cc3cccc(Cl)c3)oc2c1	-2	0	1	-7	15	i	-5	13	-0.1
Cn1cccc1CC(=O)N/N=C/c1cc([N+](=O)[O-])ccc1Cl	-3	1	-1	-2	15	i	17	-2	0.6
Cc1nc2c(-c3ccc(F)cc3)c(C)nn2c(C)c1CCC(=O)Nc1ccccc1F	-4	7	-2	-13	7	i	3	-12	0.0

Structural class, the entries above with a nitro group on carbon
SMILES	bovine MsrA act	MT1-MMP act inh	Rin1-Abl PPI inh	E coli Lon inh	SKN-1 inh	Neddylation inh	FAS TE block	CendR NRP1 mod	MsrA inhibitor
O=C(/C=C/c1ccccc1[N+](=O)[O-])Nc1ccccc1	-5	1	-6	-1	14	i	6	12	0.6
Nc1ncc([N+](=O)[O-])c(N2CCCCCC2)n1	-11	-16	3	9	-2	i	-2	2	1.5
COc1ccc(C(=O)NC(=S)Nc2ccccc2[N+](=O)[O-])cc1OC	6	2	-2	0	-2	i	4	13	2.1
COc1nn(CC(=O)N2N=C(C)CC2(O)C(F)(F)F)cc1[N+](=O)[O-] (configuration not stated)	-1	6	-2	4	-18	i	-9	-1	0.9
Cn1cccc1CC(=O)N/N=C/c1cc([N+](=O)[O-])ccc1Cl	-3	1	-1	-2	15	i	17	-2	0.6

Next entries
SMILES	bovine MsrA act	MT1-MMP act inh	Rin1-Abl PPI inh	E coli Lon inh	SKN-1 inh	Neddylation inh	FAS TE block	CendR NRP1 mod	MsrA inhibitor
Cc1ccc(/C=C2/Sc3ccc(C(=O)NCCN4CCOCC4)cc3NC2=O)cc1	-3	2	0	5	0	i	-14	-35	-0.5
COCCN(C(=O)CSc1nnc(-c2cccc(OC)c2)n1C)c1c(N)n(Cc2ccccc2)c(=O)[nH]c1=O	-2	1	1	-6	-9	i	-4	-11	.
Nc1nonc1-n1nnc(C(=O)N/N=C/c2cccc(Cl)c2)c1CN1CCCC1	-3	-3	3	-5	-1	i	8	-2	1.1
COc1ccc(C2=NS(=O)(=O)N(C)C(C(=O)Nc3ccc(C(C)=O)cc3)=C2)cc1OC	-3	9	-3	-5	1	i	9	0	1.9
CCOC(=O)N1CCN(C(=O)/C=C/c2ccc3c(c2)OCO3)CC1	-1	9	0	-7	-1	i	-11	-3	0.8
